Screens (PubChem BioAssay)
FBW7 activator – FBW7 E3 ligase activators, primary screen, biochemical, AlphaScreen, human | F-box/WD repeat-containing protein 7 (Homo sapiens), Q969H0 | AlphaScreen FBW7–phospho-cyclin E peptide binding, activator screen | normalized activity (activation), % at 26.1 µM | 650,000 tested, 0.13% active | AID 1259310, 2017; in the data active = normalized activity above about 1.9%;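 also: purified mutant Fbw7 with reduced substrate affinity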
TEAD-YAP block – TEAD-YAP interaction inhibition, primary screen, TEAD-YAP interaction inhibitor project, luminescence, HEK-TIYL cells; TEAD-Gal4/YAP UAS-luciferase luminescence; inhibition, % at 9.12 µM; 640,000 tested, 1.4% active; AID 1259422, 2018; in the data active = inhibition above about 32%;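 also: 0% = median of test compound wells and 100% = reference inhibitor wells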
GPR151 ag – activators of human GPR151, primary screen, cell-based, PathHunter beta-arrestin, luminescence | G-protein coupled receptor 151 (Homo sapiens), Q8TDV0 | activation, % at 11.2 µM | PathHunter beta-arrestin GPR151 cells | 650,000 tested, 1% active | AID 1508602, 2020; in the data active = activation above about 4.9%;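 also: 0% = median of compound wells and 100% = cells with positive control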
Target sequence (Q8TDV0 whole entry, looked up): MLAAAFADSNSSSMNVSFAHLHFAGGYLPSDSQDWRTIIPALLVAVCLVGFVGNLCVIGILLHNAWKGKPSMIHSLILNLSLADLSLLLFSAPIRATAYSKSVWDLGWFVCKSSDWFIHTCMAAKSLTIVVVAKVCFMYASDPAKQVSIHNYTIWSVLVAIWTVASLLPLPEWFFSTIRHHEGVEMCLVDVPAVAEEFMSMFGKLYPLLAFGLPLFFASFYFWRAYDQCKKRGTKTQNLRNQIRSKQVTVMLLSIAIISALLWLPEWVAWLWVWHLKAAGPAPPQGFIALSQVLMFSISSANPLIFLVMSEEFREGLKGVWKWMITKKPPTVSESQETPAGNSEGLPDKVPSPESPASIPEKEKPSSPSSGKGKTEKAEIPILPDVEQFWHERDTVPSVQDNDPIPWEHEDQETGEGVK
MITF primary – MITF inhibitors, primary screen, biochemical, AlphaScreen, human; Microphthalmia-associated transcription factor (Homo sapiens), O75030; AlphaScreen MITF homodimerization, bead proximity signal; inhibition, % at 2.6 µM; 650,000 tested, 0.91% active; AID 1259374, 2018; in the data active = inhibition above about 50%;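 also: 0% = vehicle wells with protein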
Target sequence (O75030 whole entry, looked up): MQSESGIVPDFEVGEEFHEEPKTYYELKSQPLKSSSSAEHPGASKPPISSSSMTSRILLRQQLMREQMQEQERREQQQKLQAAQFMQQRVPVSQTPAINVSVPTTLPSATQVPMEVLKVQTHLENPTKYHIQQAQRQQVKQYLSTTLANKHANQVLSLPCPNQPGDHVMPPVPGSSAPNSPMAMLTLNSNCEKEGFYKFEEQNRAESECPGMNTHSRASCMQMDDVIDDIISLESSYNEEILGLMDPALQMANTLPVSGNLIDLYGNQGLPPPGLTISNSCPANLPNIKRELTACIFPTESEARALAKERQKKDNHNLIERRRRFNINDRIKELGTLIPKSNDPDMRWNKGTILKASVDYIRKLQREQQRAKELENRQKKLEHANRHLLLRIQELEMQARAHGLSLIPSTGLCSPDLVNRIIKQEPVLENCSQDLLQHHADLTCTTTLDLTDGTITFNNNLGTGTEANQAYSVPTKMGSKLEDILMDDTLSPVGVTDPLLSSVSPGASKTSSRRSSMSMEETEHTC
Numbers without * were called inactive; · = no result given.

SMILES	FBW7 activator	TEAD-YAP block	GPR151 ag	MITF primary
COc1ccc(-c2cc(C(=O)NN)c3ccccc3n2)cc1	0.0	9	0.6	-4
N#Cc1cc2cc3c(cc2nc1SCC(=O)Nc1ccc2c(c1)OCCO2)OCCO3	0.0	5	-0.8	19
Cc1cc(O)c(-c2n[nH]c3c2C(c2ccccc2)N(CCO)C3=O)cc1C (stereo not given)	-0.1	-5	-1.9	-6
O=C(/C=C(/c1ccc([N+](=O)[O-])cc1)n1cncn1)c1ccc(Cl)cc1Cl	0.5	-2	1.7	22
CCn1c2cc(C)sc2c2cnn(Cc3ccccn3)c(=O)c21	0.4	-15	0.4	5
Cn1c(=O)c(C(=O)NC23CC4CC(CC(C4)C2)C3)c(O)c2ccccc21	0.2	-9	-0.2	16
CCC(=O)c1ccc(OCc2cccc([N+](=O)[O-])c2)cc1	-0.3	-39	-2.3	-3
Cc1cc(Nc2nc(Nc3ccc(Cl)c(C)c3)nc(Sc3nc4ccccc4o3)n2)ccc1Cl	-0.1	-6	3.8	-8
CCOC(=O)C(Nc1cccc(F)c1)c1ccccc1 (stereo not given)	-0.2	8	3.6	4
Cc1ccc(-c2cc(C(F)(F)F)n3nc(C(=O)Nc4sc5c(c4C#N)CCC(C(C)(C)C)C5)cc3n2)cc1 (stereo not given)	-0.1	2	-0.9	25
Cc1cccc(NC(=O)CSc2nc3c(c(=O)n2-c2ccccc2)SCC3)c1C	-0.2	4	-0.4	-8
CC(C)CCN1CC[C@@H]2[C@H](CCCN2C(=O)c2cnccn2)C1	-0.1	0	-1.1	-4
O=C(/C=C/c1ccco1)N1CCN(c2cccc(Cl)c2)CC1	0.3	-14	-0.3	6
COc1ccc(/C(N)=N/OC(=O)C(C)Oc2ccccc2C)cc1OC (stereo not given)	-0.2	-6	0.0	-10
CNC(=O)CSc1nccn1Cc1ccco1	0.0	5	-1.0	-1
CC1CCCCN1C/C=C/c1ccccc1[N+](=O)[O-] (stereo not given)	0.0	-1	-1.7	1
O=C(CSc1cccc[n+]1[O-])Nc1ccc2c(c1)OCCO2	0.0	3	0.2	2
O=C(CNc1ccccc1)N/N=C/c1cccc(Oc2ccccc2)c1	0.0	4	4.0	6
C=CC[C@@H]1CC=C[C@@H](C)N1C(=O)c1ccc(OC2CCN(C(=O)COC)CC2)cc1	0.1	-7	-0.5	-2
O=C(/C=C/c1ccc(Br)cc1)Nc1cnc2ccccc2c1	0.0	-23	0.3	5
Cc1ccccc1C(=O)Nc1ccccc1-c1nnn(CC(N)=O)n1	-0.2	-6	1.0	0
Nc1nc(NCc2cccc(C(F)(F)F)c2)cc(Nc2ccncc2)n1	0.3	9	4.9*	-12
COc1ccc(-c2noc(C3CCCN(C(=O)Nc4ccccc4OC)C3)n2)cc1 (stereo not given)	0.1	-60	-2.4	-3
CCN(CC(=O)Nc1ccc2c(c1)OCCO2)CC(=O)Nc1ccc2c(c1)OCO2	-0.1	4	1.6	3
CCOC(=O)CSc1nc2cc(C(=O)N3CCc4ccccc4C3)ccc2c(=O)n1-c1ccccc1	0.3	14	-0.9	16
O=C(OCC(=O)c1ccc(Cl)s1)c1ccc(Cl)c(S(=O)(=O)N2CCCC2)c1	0.1	6	0.8	10
Cc1nc2c(ccc3nc(NC(=O)c4ccc(S(=O)(=O)N(C)c5ccccc5)cc4)sc32)s1	0.2	-9	-0.1	9
Cc1ccccc1OCC(=O)NNC(=O)c1nn(-c2ccccc2)c(=O)c2ccccc12	-0.1	0	0.0	2
CCCOC(=O)C1=C(C)NC2=C(C(=O)CC(c3ccc(OC)cc3)C2)C1c1ccc(OC(C)=O)c(OCC)c1 (stereo not given)	0.1	-6	0.3	-3
Nc1c(C(=O)Nc2cccc(Cl)c2)sc2nc3c(c(-c4cccs4)c12)CCCC3	-0.3	16	1.3	-4
CC1=CC(=C(C#N)C#N)c2ccccc2N1C	-0.2	-6	1.2	-2
O=S(=O)(c1ccc(Br)cc1)N1CCCc2cccc(O)c21	0.3	-8	-1.0	14
CCOc1ccc(C(CC(=O)O)NC(=O)COc2ccccc2OC)cc1 (stereo not given)	-0.1	-2	-0.4	-9
Cc1occc1C(=O)N(C)C(Cc1ccccc1F)C1CCN(Cc2cccnc2)CC1 (stereo not given)	0.1	2	1.4	0
CCOC(=O)C1=C(C)NC2=C(C(=O)C(C(=O)OCC)C(c3ccc(OC)cc3)C2)C1c1ccccn1 (stereo not given)	0.0	5	-0.8	5
CC(=O)c1ccc(NC(=O)CSc2ccc(-c3ccco3)nn2)cc1	0.0	-1	-0.3	-1
COc1ccc(OC)c(NC(=O)c2sc3ncn(CC(=O)N4CCCCC4C)c(=O)c3c2C)c1 (stereo not given)	0.6	5	-0.3	17
CCCc1cc2c(O)c(-c3ccc(C(=O)OCC)o3)c(=O)oc2cc1OC	0.1	3	0.8	16
Cc1cc(CNC(=O)CN2C(=O)c3ccccc3C2=O)c(C(F)(F)F)o1	-0.3	1	-1.3	-4
c1ccc2c(c1)CC(c1nc3ccc(-c4ccncc4)cc3[nH]1)CO2 (stereo not given)	0.4	-21	-1.4	-3
COc1cccc(C(=O)Oc2ccc3c(c2)C(C)=CC(C)(C)N3)c1	-0.5	-37	-0.3	-5
O=C(Nc1c(F)cccc1F)NC1(C(F)(F)F)Oc2ccc(Cl)cc2O1 (stereo not given)	-0.2	2	2.6	7
CC(C)CNC(=O)COc1ccc(Cl)cc1	0.2	-16	0.6	-1
CCCOc1ccc(N2C(=O)C3C(C2=O)C2(C)C=CC3(C)O2)cc1 (stereo not given)	0.0	0	1.2	9
Nc1cc(-c2ccc(C(=O)NC3CC3)cc2)nc(N)n1	-0.1	-6	-1.7	-10
CCC(Sc1nc2ccccc2c(=O)n1CC1CCC(C(=O)NCc2ccccc2)CC1)C(=O)Nc1ccc2c(c1)OCO2 (stereo not given)	-0.1	2	0.1	2
O=C(NC1CC1)C1CCN(c2ccc(Nc3nccc4ccccc34)nn2)CC1	-0.1	-12	0.8	7
CCOC(=O)C(C)SC1=C(C#N)C(c2ccccc2Cl)CC(=O)N1 (stereo not given)	0.0	-12	0.0	4
O=C(NCCOc1ccccc1)c1cc(Nc2ccc(N3CCOCC3)cc2)nc2ccccc12	0.0	8	-1.2	-2
Cc1ccc(CN2C(=O)NC3(CCN(S(=O)(=O)c4ccc(C)c(C)c4)CC3)C2=O)cc1	-0.1	2	1.9	-4
Carrying on:
SMILES	FBW7 activator	TEAD-YAP block	GPR151 ag	MITF primary
CCc1ccc(C2=NN(CCC(=O)NC3CCCC3)C(=O)CC2)cc1	0.0	0	-0.2	1
Cc1cccc(C)c1OCC(=O)Nc1sc2c(c1C(N)=O)CCC2	-0.1	4	-0.7	-10
COc1ccc(N/C=C/C(=O)c2cccnc2)cc1OC	-0.3	0	-0.2	-10
CN(/C=C/C(=O)c1ccccc1)S(=O)(=O)c1ccccc1	0.0	7	0.6	0
COc1ccc(C2C(C#N)=C(N)Oc3cc(C)oc(=O)c32)c(OC)c1OC (stereo not given)	0.0	-3	0.1	-1
OCCC1CCCCN1c1ccnc2c(-c3cccc(Cl)c3)cnn12 (stereo not given)	-0.5	90*	0.1	-7
COc1cccc(C(=O)Oc2ccc(/C=N/NC(=O)C(O)c3ccccc3)cc2OC)c1 (stereo not given)	0.0	-3	1.6	-3
CCn1c(SCC(=O)Nc2cc(NC(C)=O)ccc2OC)nnc1-c1ccncc1	0.0	-3	-1.2	0
CC(C#N)CN1N=C(C(C)(C)C)Cn2c(cc3ccccc32)C1=O (stereo not given)	-0.4	-6	1.7	-7
Cc1nc2c(C(=O)NCCc3ccc(Cl)cc3)cnn2c(C)c1Cc1ccccc1	0.1	0	1.2	4
c1ccc(CN2CCN(c3nonc3-[n+]3nc4nonc4[n-]3)CC2)cc1	-0.1	6	1.2	-6
COc1ccccc1C(c1ccc(C)o1)c1ccc(C)o1	0.1	-4	3.6	3
CC(C)c1ccccc1NC(=O)Cc1cccs1	0.6	7	0.6	-11
NC1=NCCCC1	0.0	·	-1.3	-7
CCOc1cccc2sc(=NC(=O)c3ccc(S(=O)(=O)N(C)C)cc3)n(CC)c12	0.1	2	0.1	13
N#Cc1ccccc1NC(=S)NC(=O)c1ccc([N+](=O)[O-])cc1	0.0	0	-0.6	8
CC(C)NC(=O)CSc1nccn1Cc1ccco1	-0.1	1	1.0	3
O=c1ccc(-c2nc3ccc([N+](=O)[O-])cc3[nH]2)n[nH]1	-0.4	9	0.8	2
Cc1oc(-c2ccccc2)cc1C(=O)N1CCN(c2ccc([N+](=O)[O-])cc2)CC1	-0.3	-8	1.5	4
O=C(O)c1c(CNC2CCCCCC2)c2ccccc2n1Cc1cccc(F)c1	0.0	6	-0.8	7

Arranged by molar mass (falling): 3 of the compounds above
SMILES	FBW7 activator	TEAD-YAP block	GPR151 ag	MITF primary
CCOc1cccc2sc(=NC(=O)c3ccc(S(=O)(=O)N(C)C)cc3)n(CC)c12	0.1	2	0.1	13
CC(C)c1ccccc1NC(=O)Cc1cccs1	0.6	7	0.6	-11
NC1=NCCCC1	0.0	·	-1.3	-7

More compounds
SMILES	FBW7 activator	TEAD-YAP block	GPR151 ag	MITF primary
COc1ccc(-n2ncc3c(NCCc4ccc(S(N)(=O)=O)cc4)ncnc32)cc1	-0.1	8	2.4	6
CCn1cnc2sc(C(=O)Nc3cccc(C)n3)c(C)c2c1=O	-0.2	-34	-6.0	12
COc1ccc(C2CC(=O)C3=C(C2)Nc2ccccc2N(C(=O)C2CC2)C3c2cccs2)cc1OC (stereo not given)	0.2	-6	-2.2	-8
COc1ccc(C2=NN(C(=O)c3ccco3)C(O)(C(F)(F)F)C2)cc1 (stereo not given)	0.1	41*	0.4	1
CCN1C(=O)S/C(=C/C=C/c2ccc(OC)cc2)C1=O	0.2	-53	-0.8	9
COc1cc2nc(-c3cccc(OC(F)(F)F)c3)nc(NCCCN3CCOCC3)c2cc1OC	0.0	6	-0.8	11
CC(=O)c1c(C)oc2ccc(NS(=O)(=O)c3ccc(O)c(C(=O)O)c3)cc12	-0.2	2	-1.0	-1
COc1ccc(Cn2c(O)c(C=Nc3ccccc3OC)c3ccccc3c2=O)cc1	0.0	-3	1.8	3
COc1ccc(-c2nc(N)sc2-c2ccccc2)cc1	0.0	-1	-2.5	23
Cc1ccccc1C(=O)N(CCCCN1C(=O)c2ccccc2C1=O)c1ccc(Cl)cc1	0.1	-3	0.3	2
CC(C)N(CCNc1cc(Nc2nc3ccccc3n2C)ncn1)C(C)C	-0.2	-6	-1.1	5
COc1cc2nc(-c3ccc(C(=O)NC4CC4)cc3)nc(NCc3ccccc3)c2cc1OC	-0.1	-1	1.0	0
CCN(C(=O)c1cccnc1)c1ccccc1	0.1	-4	-0.2	11
Cc1ccc(OCC(=O)NC2CCCCC2C)cc1 (stereo not given)	0.1	-1	0.8	17
CN(Cc1ccccc1)CC(O)COc1ccc(CN2CCC(C(N)=O)CC2)cc1 (stereo not given)	0.0	10	0.2	3
COc1ccc(NC(=S)NC(=O)c2cncc(Br)c2)c(OC)c1	-0.1	5	0.2	1
Cc1cc(C(=O)N/N=C(\CCC(=O)O)c2ccccc2)n[nH]1	-0.2	-27	-0.5	-1
COc1cccc(OCC(=O)Oc2ccc(Br)cc2)c1	0.5	1	-1.1	11
COc1ccc(-c2cc(C(=O)Nc3ccc(Cl)cc3Cl)c3ccccc3n2)cc1OC	0.1	2	-1.2	12
N#Cc1c(NC(NC(=O)c2ccco2)(C(F)(F)F)C(F)(F)F)sc2c1CCCCC2	-0.1	7	-1.4	6
Cc1ccc(CN(c2ccc(C)c(C)c2)S(C)(=O)=O)cc1	0.4	-4	1.7	0
Cc1nc(SCC(=O)N2CCCc3ccccc32)c2c(=O)n(C)c(=O)n(C)c2n1	-0.1	6	0.0	-2
CCOc1ccc(CCNC2CC(=O)N(c3ccc(Cl)cc3)C2=O)cc1OCC (stereo not given)	0.0	0	1.8	11
O=C(/C=C/c1ccc(Cl)cc1)N1CCOCC1	0.6	-8	-0.9	3

Entries from the list above containing an aryl thioether with sulfur outside any ring, in the order listed:
SMILES	FBW7 activator	TEAD-YAP block	GPR151 ag	MITF primary
N#Cc1cc2cc3c(cc2nc1SCC(=O)Nc1ccc2c(c1)OCCO2)OCCO3	0.0	5	-0.8	19
Cc1cc(Nc2nc(Nc3ccc(Cl)c(C)c3)nc(Sc3nc4ccccc4o3)n2)ccc1Cl	-0.1	-6	3.8	-8
Cc1cccc(NC(=O)CSc2nc3c(c(=O)n2-c2ccccc2)SCC3)c1C	-0.2	4	-0.4	-8
CNC(=O)CSc1nccn1Cc1ccco1	0.0	5	-1.0	-1
O=C(CSc1cccc[n+]1[O-])Nc1ccc2c(c1)OCCO2	0.0	3	0.2	2
CCOC(=O)CSc1nc2cc(C(=O)N3CCc4ccccc4C3)ccc2c(=O)n1-c1ccccc1	0.3	14	-0.9	16
CC(=O)c1ccc(NC(=O)CSc2ccc(-c3ccco3)nn2)cc1	0.0	-1	-0.3	-1
CCC(Sc1nc2ccccc2c(=O)n1CC1CCC(C(=O)NCc2ccccc2)CC1)C(=O)Nc1ccc2c(c1)OCO2 (stereo not given)	-0.1	2	0.1	2
CCn1c(SCC(=O)Nc2cc(NC(C)=O)ccc2OC)nnc1-c1ccncc1	0.0	-3	-1.2	0
CC(C)NC(=O)CSc1nccn1Cc1ccco1	-0.1	1	1.0	3
Cc1nc(SCC(=O)N2CCCc3ccccc32)c2c(=O)n(C)c(=O)n(C)c2n1	-0.1	6	0.0	-2
